PRMT1 FP inh: PRMT1 methyltransferase inhibitors, primary screen, biochemical, fluorescence polarization. Protein arginine N-methyltransferase 1 (Homo sapiens), Q99873. recombinant PRMT1, activity-based probe fluorescence polarization. inhibition, % at 2.79 µM. 1.3% of 370,000 active;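 active = inhibition above about 21% made by adding two undisclosed values, limit read from the data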
KLK7 zymogen act: proKLK7 zymogen activators, primary screen, biochemical, fluorescence intensity | Kallikrein-7 (Homo sapiens), P49862 | 0.9% of 370,000 active | purified proKLK7, EDANS-DABCYL substrate fluorescence; 100% is mature enzyme control, 0% vehicle | activation, % at 7 µM;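 active = activation above the mean of all tested compounds plus 3 SD, computed per campaign excluding outliers beyond control limits, cut at about 13% in these data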
DDE Tn7 FP inh: inhibitors of Tn7 peptide binding to fibrin DD(E), primary screen, biochemical, fluorescence polarization, human fibrin, Tn7 probe; 0.13% of 370,000 active; inhibition, % at 8.3 µM; FP displacement of FITC-Tn7 peptide from fibrin DD(E); 0% = median of compound wells per plate;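 active = inhibition above the mean of compounds falling within the control limits plus 3 SD of them, cut at about 14% in these data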;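 also: 0% = plate median of compound wells and 100% = 10 µM Aha-Tn7 peptide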
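Test system – human fibrin DD(E) · Times – 10 min preincubation, 3 h with tracer, room temperature · Detection – fluorescence polarization of the labelled Tn7 tracer · Measure – percent inhibition normalized to high-control wells · Benchmarks – high control wells with 10 µM unlabelled Aha-Tn7 peptide (full inhibition) · Repeats – singlicate testing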
SIAE inh: human SIAE inhibitors, primary screen, biochemical, fluorescence polarization, FP-Rh probe, 1536-well HTS; SIAE FP-Rh probe binding; inhibition, % at 9.66 µM; Sialate O-acetylesterase (Homo sapiens), Q9HAT2; 0.69% of 370,000 active;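 active = inhibition above a cutoff: mean of compounds within the control limits plus 3 SD of those, cut at about 17% in these data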;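 also: 0% = plate median of compound wells and 100% = probe without SIAE protein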
Target sequence (Q9HAT2 whole entry, looked up): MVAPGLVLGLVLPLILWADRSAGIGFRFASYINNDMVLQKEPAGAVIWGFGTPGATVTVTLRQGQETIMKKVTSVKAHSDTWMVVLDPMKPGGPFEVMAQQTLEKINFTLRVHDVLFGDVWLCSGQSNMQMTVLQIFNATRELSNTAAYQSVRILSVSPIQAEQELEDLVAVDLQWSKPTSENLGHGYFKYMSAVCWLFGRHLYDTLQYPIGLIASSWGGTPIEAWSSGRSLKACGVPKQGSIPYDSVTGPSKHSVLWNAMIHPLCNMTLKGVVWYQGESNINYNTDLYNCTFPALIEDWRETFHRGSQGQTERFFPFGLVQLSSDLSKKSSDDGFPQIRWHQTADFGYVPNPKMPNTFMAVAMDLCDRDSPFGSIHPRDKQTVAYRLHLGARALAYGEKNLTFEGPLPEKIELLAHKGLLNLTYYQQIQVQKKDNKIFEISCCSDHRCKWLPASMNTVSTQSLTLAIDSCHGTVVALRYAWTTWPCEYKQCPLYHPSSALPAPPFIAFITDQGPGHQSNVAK
TCR-CD3 inh: inhibitors of human TCR-CD3 interaction, primary screen, biochemical, fluorescence, TAMRA-labeled TCR probe | inhibition, % at 9.4 µM | 0.37% of 360,000 active | T-cell receptor (TCR); in the data active = inhibition above about 19%;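 also: recombinant mutant TCR 2C K166C tagged with TAMRA read by polarization; 0% = receptor in buffer alone and 100% = receptor with positive control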
TDP2 absorb: human TDP2 enzyme inhibitors, primary screen, biochemical, epi absorbance, recombinant enzyme | Tyrosyl-DNA phosphodiesterase 2 (Homo sapiens), O95551 | T5PNP hydrolysis, p-nitrophenol absorbance 415 nm | inhibition, % at 12.8 µM | 0.34% of 370,000 active | AID 720702, 2013;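 active = inhibition above the mean of all tested compounds plus 3 SD, set per campaign, cut at about 25% in these data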;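 also: 0% = DMSO with enzyme and 100% = buffer with substrate but no TDP2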
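System: recombinant human TDP2 / Amount: 120 nM TDP2 per well / Also added: 5 mM T5PNP chromogenic substrate / Doses: 12.8 µM single point, 1% DMSO / Incubation: 2 h at 37 °C / Detection: p-Nitrophenol epi absorbance / Evaluation: % inhibition relative to enzyme-containing and enzyme-free wells / Repeats: singlicate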
UHRF1 binding: UHRF1 methylated DNA binding inhibitors, primary screen, counter-screen for MBD2 inhibitor project, biochemical, TR-FRET, human UHRF1, single concentration | UHRF1 binding to methylated oligo | inhibition, % at 4.4 µM | 0.75% of 370,000 active | AID 687016, 2013; in the data active = inhibition above about 21%;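 also: UHRF1 SRA domain binding a hemimethylated CpG hairpin DNA probe; 0% = median of test compound wells and 100% = reference inhibitor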
MBD2 DNA inh: inhibitors of MBD2 binding to methylated DNA, primary screen, biochemical, TR-FRET, DNA-binding domain, human; MBD2 binding to methylated oligonucleotide; inhibition, % at 4.4 µM; 0.31% of 370,000 active; AID 686964, 2013; in the data active = inhibition above about 13%
Target sequence (Q9UBB5 whole entry, looked up, the tested form may be a part): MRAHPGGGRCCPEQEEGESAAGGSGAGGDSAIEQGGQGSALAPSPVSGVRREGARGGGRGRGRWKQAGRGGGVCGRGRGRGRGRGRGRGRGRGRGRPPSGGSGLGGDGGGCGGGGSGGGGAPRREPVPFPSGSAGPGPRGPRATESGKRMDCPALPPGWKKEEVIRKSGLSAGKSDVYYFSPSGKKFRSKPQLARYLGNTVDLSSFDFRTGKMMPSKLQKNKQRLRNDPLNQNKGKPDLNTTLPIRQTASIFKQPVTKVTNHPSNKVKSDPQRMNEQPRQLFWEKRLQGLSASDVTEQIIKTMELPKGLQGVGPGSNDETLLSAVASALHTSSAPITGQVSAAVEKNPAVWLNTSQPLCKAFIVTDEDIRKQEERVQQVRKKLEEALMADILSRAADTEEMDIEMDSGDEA
DDE Tn6 FP inh: inhibitors of Tn6 peptide binding to fibrin DD(E), primary screen, biochemical, fluorescence polarization, human fibrin, Tn6 probe | Fibrinogen beta chain (Homo sapiens), P02675 | Fibrin DD(E) TRITC-Tn6 fluorescence polarization displacement | inhibition, % at 8.3 µM | 0.21% of 370,000 active;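 active = inhibition above a per-campaign cutoff: mean of compounds within control limits plus 3 SD, cut at about 15% in these data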;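 also: 0% = median of all compound wells on the plate and 100% = blocking peptide control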
LEDGF integ inh: blockers of LEDGF/p75-dependent integrase strand transfer – biochemical, TR-FRET, high throughput, primary screen. TR-FRET IN-LEDGF/p75 DNA integration, Eu/Cy5. HIV-1 integrase (with human LEDGF/p75). AID 743269, 2014. inhibition, % at 3.7 µM. 0.64% of 370,000 active;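 active = inhibition above the screen-wide mean plus 3 SD, cut at about 13% in these data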;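 also: signal is the Cy5 over europium emission ratio at 671 and 618 nm; 0% = plate median of compound wells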
Active calls of the source: *.

SMILES | PRMT1 FP inh | KLK7 zymogen act | DDE Tn7 FP inh | SIAE inh | TCR-CD3 inh | TDP2 absorb | UHRF1 binding | MBD2 DNA inh | DDE Tn6 FP inh | LEDGF integ inh
COc1ccc(NC(=O)CSc2nc3ccccc3nc2N2CCOCC2)cc1 | 1 | 0.2 | 8 | 2 | 10 | 5 | 1 | 1 | -2 | -2
N#Cc1c(N)n(CCOC(=O)c2cccc(Br)c2)c2nc3ccccc3nc12 | -1 | -22 | 0 | -5 | 7 | 10 | -7 | -1 | -4 | 4
COCCNC(=O)c1onc(CSc2ccc(C)c(C)c2)c1C(=O)O | 1 | 0.3 | -8 | 1 | -2 | 6 | -1 | 2 | -2 | 0
O=S(=O)(Nc1cc(Cl)ccc1-n1cncn1)c1ccccc1Cl | 1 | -0.3 | 2 | -2 | -5 | -7 | -2 | -1 | 4 | -1
CC(Oc1ncnc2ccccc12)C(=O)Nc1cccc(S(=O)(=O)N2CCOCC2)c1 (centres undefined) | -1 | 0.4 | 3 | -3 | 1 | 2 | 1 | 7 | -1 | 0
O=C(CSc1nc2ccccc2s1)NNC(=S)Nc1ccc(Cl)cc1 | 1 | -0.2 | 3 | -7 | 6 | -13 | -8 | 5 | -3 | 4
CC(C)NC(=O)CSc1nc2ccccc2n1CC(=O)N(C(C)C)C(C)C | 3 | -0.1 | 2 | 1 | -5 | -13 | 5 | 7 | -6 | 3
CN(C)CC(O)COc1cccc(OCC(O)CN(C)C)c1 (centres undefined) | 0 | 0.4 | -2 | 0 | -3 | -2 | 1 | 5 | -1 | 2
OCCCc1ccc(O)c(O)c1 | 6 | 0.3 | 3 | 11 | 3 | 7 | 4 | -1 | 4 | 3
O=C(Nc1nnc(S(=O)(=O)Nc2ccccc2)s1)c1ccccc1Cl | 5 | 0.0 | 1 | -12 | -6 | 14 | 0 | 3 | -7 | 2
CC(C)CCNC(=S)Nc1ccccc1F | 2 | -0.2 | 1 | 3 | -7 | 4 | -2 | 4 | 3 | -1
CCCN(CCO)Cc1ccc(Br)cc1 | -2 | -0.1 | 4 | 10 | -5 | 15 | 2 | 0 | 5 | 1
CCCN(CC1CC1)C(=O)CCc1nnc(CCc2c[nH]c3ccccc23)o1 | 3 | 1.0 | -3 | -3 | -4 | -1 | 4 | -2 | -4 | -5
CN(CC(=O)Nc1cccc(F)c1)C(=O)c1ccc(COc2ccccc2)o1 | 3 | 0.2 | -7 | 1 | 3 | 10 | 1 | 0 | 4 | -3
O=C(Cc1ccc(S(=O)(=O)N2CCOCC2)s1)Nc1nc2c(s1)CCCC2 | 29* | -1.1 | -4 | 5 | -5 | -7 | 14 | 7 | -2 | -2
CCN1CCN(c2ccc(S(=O)(=O)N3CCCCC3)cc2NC(=O)c2ccc([N+](=O)[O-])s2)CC1 | 1 | -0.4 | 0 | 6 | 7 | -4 | 1 | -6 | 8 | -1
COCP(=O)(c1ccccc1)c1ccccc1 | -1 | -0.6 | -1 | -7 | 3 | 0 | -2 | 4 | 4 | 0
CS(=O)c1nc(-c2ccc(Br)cc2)cc(-c2ccccc2)c1C#N (centres undefined) | -2 | -0.1 | 4 | -3 | 6 | 5 | 3 | 6 | 0 | 0
Cc1ccc(NC(=O)N2CCCC2C(=O)NCCc2ccccc2)cc1 (centres undefined) | 1 | -0.1 | 0 | 1 | 0 | 10 | 1 | 3 | -14 | -1
O=C(CCc1ccccc1)Nc1ccc(S(=O)(=O)N2CCOCC2)cc1 | 1 | 0.2 | -2 | 2 | -1 | 1 | 0 | 3 | -2 | 0
COc1cc(C(=O)NC2CCN(CC(=O)Nc3cccc(C)c3C)CC2)cc(OC)c1OC | -5 | 1.2 | -6 | 1 | 5 | -11 | 4 | 3 | -11 | 0
Cc1cc(C)c(NC(=O)CNC(=O)c2ccc3ncsc3c2)c(C)c1 | 13 | 0.3 | 8 | -3 | 3 | 2 | 0 | 0 | 2 | 0
COc1cc(CN2CCNC(=O)C2CC(=O)NC2CCCCC2)cc(OC)c1 (centres undefined) | 0 | -0.4 | -4 | 9 | 0 | 3 | -1 | 1 | 5 | 6
CCOC(=O)N1CCN(C(=O)c2ccccc2NC(=O)c2ccc(F)cc2)CC1 | 1 | 0.1 | 4 | -7 | 5 | 3 | 3 | -4 | -2 | -4
CCCCn1c(-c2ccccc2)cnc1SCC(=O)NCCc1ccc(OC)c(OC)c1 | -4 | 0.2 | 3 | 3 | -4 | 0 | -3 | 1 | 5 | 2
CS(=O)(=O)N(CC(=O)N1CCCC1)Cc1ccc(Cl)cc1 | -1 | 0.6 | 0 | 6 | 5 | 3 | 0 | -2 | 0 | 2
CC(C)Cn1c(N)c(C(=O)COC(=O)[C@@H]2CCCN2C(=O)c2cccs2)c(=O)n(C)c1=O | 1 | 0.2 | 5 | -3 | -1 | -9 | 4 | 7 | -2 | -4
CC(C)NC(=O)C1(C)CN(S(C)(=O)=O)CC(=O)N1C1CCCCCC1 (centres undefined) | -3 | 0.1 | 8 | 5 | -3 | 4 | -1 | 2 | 4 | 2
Cc1ccc2oc(-c3cccc(NC(=O)c4ccccn4)c3)nc2c1 | 0 | 0.3 | 3 | -7 | -1 | 11 | -1 | -1 | 0 | -4
CCOc1ccc(NC(=O)CN(C)C(=O)c2ccc3[nH]c4c(c3c2)CC(C)CC4)cc1OCC (centres undefined) | -4 | 0.5 | 2 | 4 | 2 | 6 | -5 | 3 | -11 | -4
O=S(=O)(c1ccccc1)c1cnc(-c2cccnc2)nc1-c1ccc(Cl)c(Cl)c1 | -3 | -0.2 | -2 | -1 | 3 | 2 | 4 | 0 | -3 | 4
CCOc1ccc(Nc2nc3c(c(=O)[nH]2)CCC3)cc1 | -1 | 0.8 | -7 | 0 | 7 | -6 | 0 | -4 | -9 | 0
O=S(=O)(Nc1cccnc1)c1cc(Cl)ccc1Cl | -1 | -0.2 | 0 | -5 | 7 | -3 | 0 | -2 | 2 | -4
CC[C@@]1(C(=O)OC)N[C@H](CN(C)S(=O)(=O)c2ccccc2)[C@@H]2C(=O)N(C)C(=O)[C@@H]21 | -1 | 0.1 | -4 | 5 | 5 | 4 | -3 | 1 | -1 | -4
COc1ccc(-c2csc(NC(=O)c3ccoc3C)n2)cc1 | -1 | 1.4 | 3 | 8 | 1 | -6 | -1 | -3 | 0 | -1
NC(=O)C1CCN(c2oc(-c3ccccc3F)nc2S(=O)(=O)c2ccc(Cl)cc2)CC1 | 3 | 0.0 | 1 | 12 | 5 | 17 | 0 | -2 | 1 | 1
COCCNC(=O)c1cn(C)c2ccc(S(=O)(=O)N(C)C3CCCCC3)cc2c1=O | -3 | 0.4 | -2 | 5 | -2 | 3 | 3 | 2 | -4 | -1
Cc1c(C(=O)N2CCOCC2)c(S(=O)(=O)Nc2ccccc2F)c(C)n1C | 5 | -0.3 | 2 | 1 | -6 | -4 | 3 | 3 | 6 | -2
Cc1cc2cc(CN(CCN3CCOCC3)C(=O)Nc3ccccc3F)c(=O)[nH]c2cc1C | 0 | -0.2 | 3 | 0 | -1 | -2 | 3 | 2 | -5 | -1
OCCC1CN(Cc2ccc3c(c2)CCO3)CCN1C1CCCC1 (centres undefined) | -4 | 0.0 | -5 | 2 | 0 | 12 | -1 | 1 | 2 | 0
Cc1ccc(NC(=O)CSc2nnc([C@H](C)NC(=O)OC(C)(C)C)o2)c(C)c1 | 2 | 0.0 | -2 | 2 | -5 | -3 | 1 | -5 | 7 | 2
Cc1cc(C)nc(SCC2COc3ccccc3O2)n1 (centres undefined) | -5 | 1.3 | -3 | -2 | 4 | -21 | 6 | -8 | 2 | 1
Cc1nc(NC(=O)c2ccc(Br)o2)sc1C | 2 | 0.5 | -1 | -2 | 0 | 2 | 1 | 2 | -3 | 3
CCOc1ccc(NS(=O)(=O)c2ccc(NC(C)=O)c(OC)c2)cc1 | 0 | 0.6 | 8 | 1 | 1 | 7 | 0 | -5 | 7 | 1
S=C(Cc1ccccc1)NCCc1ccccc1 | -1 | 0.8 | -7 | -3 | 2 | -3 | 2 | -3 | -7 | 1
C/C(=N\OC(=O)c1ccccc1)c1cc(-c2ccc(Cl)cc2)no1 | 5 | -0.7 | -3 | -5 | -8 | -14 | 5 | 5 | -1 | -7
Cc1ccc(-c2ccc(SCC(=O)c3ccccc3)nn2)cc1 | 1 | -0.4 | 6 | 1 | 2 | -6 | 3 | -2 | 4 | -4
O=[N+]([O-])c1cc2c(c3cccnc13)COCO2 | 3 | 0.4 | 0 | 6 | -4 | 2 | -4 | 4 | -9 | -2
Cc1nc(-c2ccc(F)cc2)c(CC(=O)Nc2cccc(S(=O)(=O)N3CCOCC3)c2)s1 | -1 | 0.5 | -4 | -1 | 2 | -1 | 5 | 1 | 0 | 4
C#CCN1C=CC(=O)[C@@H](OC(=O)Nc2ccccc2Br)[C@H]1c1ccccc1Br | 3 | -0.2 | -12 | -2 | -6 | -18 | 2 | -3 | -10 | 6
Cc1ccc(NC(=O)CSc2nnc(-c3ccc(S(=O)(=O)N4CCCC4)cc3)o2)cc1C | 5 | -0.8 | 0 | -5 | -3 | -16 | 4 | 5 | -3 | -1
CCCCNC(=S)N(CCN(CC)CC)Cc1cc2cc3c(cc2[nH]c1=O)OCCO3 | -7 | 3.0 | -5 | 0 | 7 | -3 | 0 | 3 | 4 | 1
COc1ccccc1N(CC(=O)NC1CCCC1)C(=O)CCC(=O)Nc1cc(C)on1 | -2 | -0.4 | 5 | -7 | 2 | -5 | 1 | 0 | -5 | -3
N#C/C(C(=O)N1CCCCC1)=C1\Nc2ccccc2S1 | 3 | 0.4 | 5 | 2 | -6 | 9 | 0 | -1 | -3 | -9

Molecules shown so far that contain a furan ring, fused or not (3):
SMILES | PRMT1 FP inh | KLK7 zymogen act | DDE Tn7 FP inh | SIAE inh | TCR-CD3 inh | TDP2 absorb | UHRF1 binding | MBD2 DNA inh | DDE Tn6 FP inh | LEDGF integ inh
CN(CC(=O)Nc1cccc(F)c1)C(=O)c1ccc(COc2ccccc2)o1 | 3 | 0.2 | -7 | 1 | 3 | 10 | 1 | 0 | 4 | -3
COc1ccc(-c2csc(NC(=O)c3ccoc3C)n2)cc1 | -1 | 1.4 | 3 | 8 | 1 | -6 | -1 | -3 | 0 | -1
Cc1nc(NC(=O)c2ccc(Br)o2)sc1C | 2 | 0.5 | -1 | -2 | 0 | 2 | 1 | 2 | -3 | 3
